TR SRC2 fluor cs: counter-screen for TRb-SRC2 inhibitors: fluorescence interference; TRb/SRC2 Texas Red total fluorescence interference; Potency, µM (series often up to 106 µM), for the others: at the top dose fluorescence change, negative = quenching; hit rate 0.29% among 280,000; active = well fitted curve in either direction with a large enough effect; inconclusive = small, poorly fitted or top-dose-only effect
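Human TRb ligand-binding domain at 0.6 uM with 20 nM Texas Red SRC2 peptide in Tris buffer containing 1 uM T3 and 5% DMSO, incubated with compound 5 h at ambient temperature. Total fluorescence (555/632 nm) calculated as parallel + 2 × perpendicular.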
L3MBTL1 block: inhibitors of human L3MBTL1. Q9Y468. AlphaScreen L3MBTL1–H3K9me1 peptide binding. Potency, µM (doses to about 57.1 µM), for the others: at the top dose activity, negative = inhibition, actives largely listed as inhibitors. hit rate 0.66% among 230,000. AID 485360; note: nearly all actives have a fitted effect of over 60% in size
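Read-out is AlphaScreen signal from streptavidin donor and nickel chelate acceptor beads (10 ug/mL final each) bridging L3MBTL1 (50 nM) and biotinylated K9-monomethylated H3(1-15) peptide (75 nM), after 30 min compound exposure at room temperature.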
GAA spleen mod: inhibits or activates alpha-glucosidase in human spleen homogenate; hit rate 0.006% among 240,000; Potency, µM (series often up to 79.9 µM), inactives show top-dose activity change, negative = inhibition, most hits filed as inhibitors; AID 2112; P10253; human spleen homogenate, 4-MU-alpha-glucoside fluorescence;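 note: 0% = enzyme with vehicle and -100% = no enzyme basal signal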
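Human spleen homogenate (1 ug) incubated with compounds and 1 mM 4-methylumbelliferyl-alpha-D-glucopyranoside in pH 5.0 citrate/phosphate buffer, 37 C, 40 min. Stopped at pH 10; 4-MU fluorescence (Ex 365/Em 440 nm); AC50 by Hill fit.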
GAA inhib: blocks human lysosomal alpha-glucosidase; hit rate 0.005% among 200,000; Potency, µM (top dose mostly 76.9 µM), for the others: top-dose activity change, negative = inhibition, actives largely listed as inhibitors; purified human GAA, 4-MU-alpha-glucoside fluorescence;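 note: plate controls were uninhibited enzyme wells for no effect and no-enzyme background for full effect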
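Human alpha-glucosidase, 4 nM, pre-mixed with test compounds before 400 uM 4-methylumbelliferyl substrate; 20 min room temperature at pH 5.0. Fluorescence read after pH 10 stop; AC50 values from Hill-equation fits.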
RECQ1 inh: blocks DNA unwinding by human RECQ1; P46063; RECQ1 DNA unwinding, red fluorescence kinetic read; AID 2549; Potency, µM (titrated, usually from 57.3 µM), for the others: at the highest dose activity, negative = inhibition, usual class: inhibitors; hit rate 0.54% among 240,000;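 note: plate controls were vehicle for no effect and no enzyme for full effect; nearly all actives have a fitted effect of over 30% in size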
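RECQ1T1 50 nM; forked duplex (20 bp + 30-nt ss tails) 200 nM, ATP 2 mM final; pH 8.0, 2 mM MgCl2, 2.5 ug/ml poly(dI-dC); 15 min compound preincubation; discontinuous kinetic read over 2 h at RT.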
TRb-SRC2 inh: TRbeta-SRC2 interaction inhibition; TRbeta-SRC2 peptide binding, fluorescence polarization; receptor liganded with 1 µM T3; Potency, µM (doses to about 106 µM), inactives show top-dose activity change, negative = inhibition, actives largely listed as inhibitors; hit rate 0.065% among 280,000;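 note: plate controls were bound peptide for no effect and peptide without receptor for full effect; nearly all actives have a fitted effect of over 50% in size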
Target sequence (P10828 whole entry, looked up): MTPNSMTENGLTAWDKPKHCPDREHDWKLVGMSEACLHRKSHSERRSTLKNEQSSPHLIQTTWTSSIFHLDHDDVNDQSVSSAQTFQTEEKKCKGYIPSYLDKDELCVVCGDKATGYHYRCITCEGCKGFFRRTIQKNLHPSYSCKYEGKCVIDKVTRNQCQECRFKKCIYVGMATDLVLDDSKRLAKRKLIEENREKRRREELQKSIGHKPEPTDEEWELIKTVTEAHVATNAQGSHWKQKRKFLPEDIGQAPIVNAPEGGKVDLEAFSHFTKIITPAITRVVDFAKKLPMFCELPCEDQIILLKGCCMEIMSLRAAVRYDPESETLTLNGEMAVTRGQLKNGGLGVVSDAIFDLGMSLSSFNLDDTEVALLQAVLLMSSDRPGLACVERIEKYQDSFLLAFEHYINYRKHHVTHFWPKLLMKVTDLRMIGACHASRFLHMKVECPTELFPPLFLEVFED
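Decrease in fluorescence polarization of 20 nM Texas Red SRC2 coactivator peptide flagged inhibition of its binding to 0.6 uM TRb LBD; 1 uM T3 included, incubation 5 hr, ex 555/em 632 nm.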
RGS12 GoLoco inh: blocks human Gai1 binding to RGS12 GoLoco peptide, red readout; hit rate 0.44% among 230,000; Potency, µM (titrated, usually from 61.6 µM), for inactives: at the top dose activity, negative = inhibition, hits mostly inhibitors; P63096; Gai1:RGS12 GoLoco peptide FP, rhodamine, 10 min; AID 880; active = well fitted inhibition curve with a large enough effect, not every such curve was filed as active; inactive = no such curve, though single readings can be large or run the other way; note: nearly all actives have a fitted effect of over 30% in size; many of its hits are not listed in these tables
Target sequence (P63096 whole entry, looked up): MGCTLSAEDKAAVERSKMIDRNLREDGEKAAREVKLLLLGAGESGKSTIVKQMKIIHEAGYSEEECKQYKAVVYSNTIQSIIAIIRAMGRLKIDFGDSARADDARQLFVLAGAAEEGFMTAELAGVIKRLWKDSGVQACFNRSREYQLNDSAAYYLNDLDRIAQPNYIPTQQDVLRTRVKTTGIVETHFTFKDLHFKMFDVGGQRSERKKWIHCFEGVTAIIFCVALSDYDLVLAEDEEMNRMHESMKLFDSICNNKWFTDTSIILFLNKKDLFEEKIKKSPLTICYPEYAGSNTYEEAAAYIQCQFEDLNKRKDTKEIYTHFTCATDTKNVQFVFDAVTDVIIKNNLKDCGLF
GAA glycogen: alters human alpha-glucosidase cleavage of glycogen. P10253. recombinant GAA, glycogen substrate, Amplex Red glucose oxidase fluorescence. Potency, µM (top dose mostly 76.4 µM), for inactives: at the highest dose activity change, negative = inhibition, actives largely listed as inhibitors. hit rate 0.38% among 300,000;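 note: 0% = full enzyme reaction and -100% = no-enzyme basal signal; the screen sought inhibitors and activators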
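qHTS, 1536-well; enzyme 4 nM final; cpd up to 77 uM; substrate bovine liver glycogen 30 ug; 50 mM citrate/phosphate pH 5.0, 0.01% Tween-20; 37 C, 40 min; Amplex Red detection 45 min RT; Hill fit → AC50.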
Active calls of the source: *; i = inactive; ? = inconclusive; nt = no result given; & = joins results of further samples; [ ] = dose if it differs, or a comment. Unless noted, calls come from the whole dose curve; as a rule, active = well fitted curve in the direction sought with a large enough effect; inconclusive = small, poorly fitted or top-dose-only effect, or another doubt; inactive = no such curve, though single readings can be large; an effect the other way counts as inactive or inconclusive. Unless noted, % is set by controls: 0 for no effect and ±100 for the full control effect; potency is the fitted concentration of half-maximal effect.

canonical_smiles	TR SRC2 fluor cs	L3MBTL1 block	GAA spleen mod	GAA inhib	RECQ1 inh	TRb-SRC2 inh	RGS12 GoLoco inh	GAA glycogen
CCn1nnnc1SCC(=O)Nc1cc(C)on1	-2%	10%	-2%	7%	-2%	-9%	2%	6%
Cc1cc(C)n(-c2nc3ccccc3c(=O)n2OCc2ccc(Cl)cc2)n1	-1%	2%	-10%	-13%	-6%	-12%	2%	-5%
CCOc1ccc(NC(C(=O)Nc2cccc(C(C)=O)c2)c2ccccc2)cc1 (stereo unspecified)	-3%	?	-5%	5%	-6%	5%	13%	-16%
c1ccc(CCCc2nc(-c3ccccn3)no2)cc1	-2%	2%	-7%	0%	i	-12%	-6%	-12%
CCc1ccc(Oc2ncnc(N)c2[N+](=O)[O-])cc1	1%	-4%	-2%	-1%	i	-4%	15%	-5%
COc1ccc(NC(=O)COC(=O)/C=C/c2ccc(OC)c(S(=O)(=O)N3CCOCC3)c2)cc1	-1%	-5%	-6%	-12%	-8%	-4%	-1%	15%
O=C1[C@@H]2CSCN2C(=O)CN1Cc1ccc(F)cc1	-3%	nt	-3%	-5%[15.4 µM]	21%	4%	11%	2%
CN1C(=O)C2(c3ccccc31)N(C)CC(c1ccccc1)C21SC(=S)N(Cc2ccco2)C1=O (stereo unspecified)	-4%	-2%	-6%	-2%	i	-3%	6%	8%
COc1cc(C2C3=C(CC(c4ccco4)CC3=O)Nc3ccccc3N2C(C)=O)cc(OC)c1OC (stereo unspecified)	-2%	-4%	-20%	-2%	-14%	0%	-3%	-3%
COc1cc2nc(NC(=O)c3ccccc3)[nH]c(=O)c2cc1OC	-1%	nt	-5%	-4%	9%	-14%	9%	0%
Cc1cccc(C(=O)NN(C)c2nc(-c3ccccc3)nnc2C(F)(F)F)c1	-6%	0%	-12%	1%	-16%	-7%	4%	5%
Cc1cc(C)c2c(-n3cccc3)c(C(=O)NNS(=O)(=O)c3ccc(Cl)cc3)sc2n1	-3%	4%	-5%	-16%	0%	5%	-5%	20µM*
O=C(COC(=O)c1cc(-c2cccs2)nn1-c1ccccc1)Nc1cc([N+](=O)[O-])ccc1Cl	0%	-6%	-2%	-6%	7%	0%	-11%	-3%
CCCC(=O)Nc1c(-c2ccccc2)c(=O)c(C)nn1-c1ccc(C)cc1	-5%	nt	-5%	nt	7%	-7%	-6%	1%
Cc1cc(C)c(OCCNC(=O)c2ccccc2Sc2ccccc2C#N)c(C)c1	-3%	9%	-8%	-6%	-10%	3%	1%	-11%
Cc1c(Cl)cccc1NC(=O)CCC(=O)NNC(=O)c1ccco1	3%	-5%	0%	3%	-13%	5%	13%	9%
Cc1ccc2c(c1C)NC(C(=O)O)C1CC=CC21 (stereo unspecified)	-21%&-9%	5µM*	-5%&-5%	-1%	5µM*	-17%&-5%	64%&6%[activator]	-10%&2%
CCn1cc(S(=O)(=O)Nc2cc(F)ccc2C)cn1	0%	-4%	-5%	15%	14%	-14%	18%	9%
O=C(CN1C(=O)C2C3C=CC(C3)C2C1=O)N1CCc2ccccc2C1 (stereo unspecified)	-1%	2%	-1%	1%	-5%	-5%	11%	3%
Cc1cc(C(=O)NNc2ccc(C(C)C)cc2)n(C(C)(C)C)n1	-2%	nt	-6%	nt	-7%	-10%	-7%	28µM*
CCOc1ccc(CC(=O)Nc2cccc(-c3ccc4nnc(C)n4n3)c2)cc1	-1%	nt	-4%	-4%	-6%	-1%	3%	5%
O=C1CSC(c2ccccc2)N1CC(O)c1ccc([N+](=O)[O-])cc1 (stereo unspecified)	-3%	nt	-9%	3%	i	-4%	2%	0%
O=C(COc1ccc(Cl)cc1Cl)OCn1nnc2ccccc2c1=O	1%	nt	-6%	3%	1%	3%	3%	-4%
c1ccc(-c2nc(N3CCCC3)nc3ccccc23)cc1	-2%	47%[activator]	2%	-3%	i	-1%	7%	-11%
CCOC(=O)c1c(C)[nH]c(C=O)c1Cc1cccc(Cl)c1	-2%	1%	-16%	-8%	-14%	-3%	4%	-1%

Complete entries as entered above. Order of screens: TR SRC2 fluor cs	L3MBTL1 block	GAA spleen mod	GAA inhib	RECQ1 inh	TRb-SRC2 inh	RGS12 GoLoco inh	GAA glycogen
Listed for Cc1c(Cl)cccc1NC(=O)CCC(=O)NNC(=O)c1ccco1 → 3%	-5%	0%	3%	-13%	5%	13%	9%
Listed for CCOc1ccc(NC(C(=O)Nc2cccc(C(C)=O)c2)c2ccccc2)cc1 (stereo unspecified) → -3%	?	-5%	5%	-6%	5%	13%	-16%
Listed for Cc1ccc2c(c1C)NC(C(=O)O)C1CC=CC21 (stereo unspecified) → -21%&-9%	5µM*	-5%&-5%	-1%	5µM*	-17%&-5%	64%&6%[activator]	-10%&2%
Listed for O=C(COC(=O)c1cc(-c2cccs2)nn1-c1ccccc1)Nc1cc([N+](=O)[O-])ccc1Cl → 0%	-6%	-2%	-6%	7%	0%	-11%	-3%

Remaining list, next part:
canonical_smiles	TR SRC2 fluor cs	L3MBTL1 block	GAA spleen mod	GAA inhib	RECQ1 inh	TRb-SRC2 inh	RGS12 GoLoco inh	GAA glycogen
O=C(NCCCO)NC(=S)c1cccc2ccccc12	-2%	0%	-1%	4%	i	-6%	10%	-12%
CCCc1nc2ccc(NC(=O)c3cccs3)cc2c(=O)n1Cc1ccc(Cl)cc1	0%	-12%	-4%	0%	-5%	10%	1%	14%
CCCCS(=O)(=O)CC(COc1ccccc1)OC(=O)c1ccccc1 (stereo unspecified)	0%	18%	-13%	-8%	-23%	-20%	-15%	-20%
CCC1CCCCN1CCNC(=O)c1[nH]c(C)c(C(C)=O)c1C (stereo unspecified)	-2%	-2%	4%	4%	6%	-4%	-5%	6%
COc1cccc(CC(NC(C)=O)C(=O)NC2CCN(S(=O)(=O)c3ccc(C)cc3)CC2)c1OC (stereo unspecified)	1%	0%	-4%	9%	0%	-4%	8%	4%
O=C1CC[C@@H](CN(Cc2ccccn2)Cc2nc(Cc3cccc(C(F)(F)F)c3)no2)N1	-2%	-7%	-6%	0%	19%	-2%	0%	1%
Fc1cccc(CCN2C(=S)NC[C@@H]2CC2CCCCC2)c1	1%	nt	-1%	nt	i	5%	-10%	-9%
O=C(O)Cn1c(O)c(C=Nc2ccccc2)sc1=S	3%&2%	1%[11.4 µM]	-19%&2%	-4%&-8%	-5%&-10%	8%&-7%	38%[activator]	-1%&0%
O=C1SC(SCc2ccccc2)=N/C1=C\c1ccc(C(=O)O)cc1	0%	?	5%	-2%	0%	-1%	8%	-5%
O=C(NC(=S)N1CCOCC1)C12CCC3CC(CC(C3)C1)C2	-5%	21%	-1%	-2%	-1%	-4%	1%	2%
CCc1ccc(C(=O)NNc2ccc(F)cc2F)cc1	-4%	5%	-25%	nt	-1%	-1%	4%	?
O=C(NC1CCCCC1)C(c1ccc2ncccc2c1)N(Cc1ccco1)C(=O)c1ccc2c(c1)OCCO2 (stereo unspecified)	-1%	-3%	-6%	?	-1%	-3%	7%	-2%
COC(=O)c1ccc2nc(-c3ccc4c(c3)OCO4)cn2c1	1%	5%	1%	5%	0%	5%	-6%	-10%
COc1ccc(CNC(=O)/C=C/c2ccc(OCCCF)cc2)cc1	-2%	-3%	-10%	1%	7%	3%	2%	-1%
CCN1CCC(=NNC(=O)c2ccc(C)c([N+](=O)[O-])c2)CC1	-1%	nt	-4%	2%	0%	-2%	10%	?
C[C@H](NC(=O)c1ccccc1)C(=O)Nc1nc(-c2ccccn2)cs1	-2%	nt	-2%	-5%	-12%	-9%	-4%	4%
CCCC(=O)Nc1c(-c2ccccc2OC)c(=O)c2ccccc2n1C	-4%	0%	-6%	-3%	0%	-4%	9%	-1%
C[C@@H](C(=O)O)[C@H]1C[C@]1(C)[C@H](NC(=O)OCc1ccccc1)c1ccccc1	-1%&-2%	-9%	6%&2%	9%	-2%	-1%&3%	3%&0%	-4%
CCOc1ccccc1N1CCN(C(=O)C(F)(F)F)CC1	-2%	nt	4%	-8%	-7%	6%	0%	21%
CC1CCC(N2CC(=O)N(Cc3ccc4c(c3)OCO4)C(c3ccc(F)cc3)C2=O)CC1 (stereo unspecified)	-2%	nt	-3%	-8%	-5%	-2%	12%	-3%
COc1cccc(CNS(=O)(=O)c2ccc3c(c2)CCN3C(=O)C2CC2)c1	-5%	nt	-1%	-5%	-4%	-4%	4%	8%
COc1ccc(/C=C/C(=O)c2ccc(NC(=O)c3cccs3)cc2)cc1OC	-13%	-7%	-7%	7%	-3%	22%	5%	-8%
CCOC(=O)c1c2ccc(OCC(=O)NN)cc2n2ccccc12	-13%	3%	nt	15%	i	8%	-3%	-31%
O=C(CSc1ncn[nH]1)Nc1ccc([N+](=O)[O-])cc1Br	-1%	7%	4%	1%	0%	4%	-3%	-2%
O=C(Nc1ccccc1)c1csc(-c2ccccc2)n1	0%	28%	1%	6%	i	0%	9%	-1%
C=CCNC(=S)Nc1c(N)n(C)c(=O)n(C)c1=O	-2%	7%	10%	-4%	-10%	3%	-1%	-28%
Cc1cccc(NC(=O)CSc2ncnc3c2oc2ccccc23)c1	-2%	nt	9%	2%	-4%	-5%	11%	2%
CCOc1cc(CNc2ccc3c(c2)OCCO3)cc(Br)c1OCC	1%	?	0%	-3%	i	9%	-10%	-19%
O=C(CN(c1ccc(Cl)cc1)S(=O)(=O)c1ccccc1)N1CCN(c2ccccc2)CC1	-1%	nt	-5%	-6%	-14%	-12%	2%	-7%

Not all compounds are listed. The share of hits here may be higher or lower than overall.
